# Source: PubChem BioAssay
# KLF5 inh: kruppel-like factor 5 inhibition; DLD-1 KLF5 promoter-luciferase reporter, luminescence; inhibition, % at 5 µM; actives 0.23% (n = 290,000); AID 1700;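 active = inhibition above a per-plate limit of that plate's mean compound inhibition plus 3 SD, cut at about 60% in these data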;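 note: 0% = DMSO wells and 100% = LY294002 at 200 µM; higher means less KLF5 promoter-driven luciferase light; inactives centre near -14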
# aSyn 5UTR inh: MLPCN primary screen, SNCA 5' untranslated region; alpha-synuclein 5'UTR reporter, inhibitor activity; inhibition, % (tested at 7.5 µM); actives 0.82% (n = 300,000); AID 1813; in the data active = inhibition above about 60%; inconclusive = no clear call, values can overlap the other calls;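 note: H4 neuroglioblastoma cells stably carrying SNCA 5'UTR luciferase fusion; 0% = DMSO wells and 100% = positive control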
# AI-2 QS modul: modulates the Vibrio harveyi AI-2 quorum sensing system; Vibrio harveyi JMH597 AI-2 luminescence/OD600 ratio, 9 h; hits give low values; strain lacks LuxN and CqsS sensors; 0 = neutral-control median; activity change, % at 7.5 µM; actives 0.4% (n = 300,000); AID 2094; in the data active = activity change below about -75%, passing the limit was not always enough; inconclusive = no clear call, values can overlap the other calls;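 note: luminescence divided by OD600 gain over 9 h not by final OD600 alone; inactives centre near 13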
# SKKanGAS inh: SKKanGAS growth inhibition | S. pyogenes SKKanGAS, kanamycin growth, BacTiter-Glo, 6 h | actives 1.3% (n = 300,000) | AID 1662 | inhibition, % at 7.5 µM;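 active = mean replicate score, as percent of positive control median, at least 50; inconclusive = mean below 50 but one replicate at or above 50; inactive = mean and every replicate below 50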;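 note: strain carries kanamycin resistance gene driven by streptokinase promoter and grows in 40 µg/ml kanamycin; loss of luminescence reflects streptokinase promoter inhibition or plain growth inhibition; 0% = median of DMSO wells and 100% = positive control at its reference dose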
# HIF activator: HIF pathway transcriptional activation; U2OS HRE-luciferase reporter, luminescence; normalized: DMSO 0%, desferrioxamine 100%; activation, % at 7.5 µM (by protocol); actives 0.32% (n = 300,000);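 active = mean activation of at least 10% of the iron chelator positive control signal, with at least half of replicates also reaching 10%; inconclusive = mean and replicate majority disagree about reaching 10%; inactive = mean and most replicates under 10%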
# Platelet DG rel: modulates dense granule release in human platelets; human platelet-rich plasma, SFLLRN dense granule ATP release, luminescence; inhibition, %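 (compounds screened at 7.5 µM in platelet-rich plasma)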; actives 0.22% (n = 300,000); AID 1663;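 active = mean replicate score, as percent of positive control, at or above 50; inconclusive = mean below 50 but at least one replicate at or above 50; inactive = mean and every replicate below 50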
# IEC-6 cytotox: IEC-6 cytotoxicity, counter-screen for KLF5 inhibitors; luminescence viability; inhibition, % at 5 µM; actives 0.78% (n = 290,000); in the data active = inhibition above about 22%;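 note: 0% = plate median of test compound wells and 100% = cytotoxic reference compound wells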
# HSF-1 act: increases HSF-1 driven luciferase reporter signal. actives 1.7% (n = 300,000). activation, % at 9 µM. NIH3T3-HGL HSF-1 luciferase reporter, MG132, 8 h; 100% = twice DMSO control signal;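 active = mean replicate activation of at least 50% with a set share of replicates each reaching 50%; inconclusive = only one of those two conditions met; inactive = mean below 50% and too few replicates reaching it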;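 note: 0% = median of the neutral control wells and 100% = twice that signal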
# HSP90 inh: inhibitors of HSP90 luciferase refolding in rabbit reticulocyte lysate; actives 0.91% (n = 290,000); inhibition, % at 5.6 µM; luciferase refolding luminescence, 3 h;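 active = inhibition above the screen-wide mean plus 3 SD, computed separately per campaign, cut at about 16% in these data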;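 note: 0% = DMSO wells and 100% = 60 µM geldanamycin wells; inhibitors lower the luminescence because luciferase stays unfolded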
# HSF1 inhib: HSF1 inhibition. NIH3T3-HGL HSE-luciferase, MG132-induced, luminescence 8 h; hits give low values. activity change, negative = inhibition, % at 7.5 µM (by protocol). actives 0.77% (n = 300,000);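 active = more than half of replicate wells show activity change below -50%, luminescence cut by over half; inconclusive = some wells, but at most half, below -50%; inactive = no replicate well below -50%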;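 note: luciferase reports HSF-1 transcriptional activity via heat shock element; 0% = median of DMSO wells and -100% = zero luminescence signal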
# * marks the source's active call; other numbers are inactive results; ? = inconclusive; nt = not tested or not shown. Rows are unselected. About 6% of those tested had a hit in this group.
SMILES,KLF5 inh,aSyn 5UTR inh,AI-2 QS modul,SKKanGAS inh,HIF activator,Platelet DG rel,IEC-6 cytotox,HSF-1 act,HSP90 inh,HSF1 inhib
O=C(CCCSc1nc2ccccc2c(=O)[nH]1)c1ccccc1,8,-13,9,-22,-0.2,-2,4,5,-2,0
COCCNC(C(=O)Nc1cc(Cl)cc(Cl)c1)c1ccccc1 (centres undefined),-6,2,-6,4,-1.3,7,1,-16,2,0
CCOC(=O)CNC(=O)CSc1ncnc2c1cnn2Cc1ccccc1,-23,-18,10,6,1.0,nt,-8,1,0,4
Cc1cccc(-n2c(C)c(-c3ccccc3)[nH]c2=S)c1,-39,-31,-8,4,-10,-1,2,24,-1,10
Cc1ccc(CCNC(=O)C2CCN(S(=O)(=O)c3cccc4nonc34)CC2)cc1,9,21,-10,-14,-0.4,-20,-2,-8,-2,-4
CCOC(=O)c1c(-c2ccc(C)o2)csc1NC(=O)COC(=O)c1ccc(NC(N)=O)cc1,-8,-5,16,68*,-0.9,2,3,74*,3,74
CC(C)C(=O)O/N=C(\N)c1ccccn1,-6,-6,21,-7,-0.1,-1,0,6,-7,-6
O=C(O)C(F)=C(c1ccccc1)c1ccccc1,nt,18,9,-7,-0.1,-1,nt,22,nt,-9
Clc1cccc(/C=N/Nc2nnc(Cl)c3ccccc23)c1,-25,-197,15,-14,1.1,-8,7,57*,-1,50
Cc1nc(-c2ccccc2)sc1C1(C)CC(c2cccnc2)=NO1 (centres undefined),nt,-91,55,6,5.8,-11,nt,33,nt,24
Cc1cc(C(=O)COC(=O)c2ccccc2NCCO)c(C)n1CC1CCCO1 (centres undefined),-72,-34,20,19,-0.3,3,-1,-50,53*,-48
COc1ccc(COC(=O)C2=C(C)NC(=O)NC2c2cc(Br)c(O)c(OC)c2)cc1 (centres undefined),-3,7,-6,0,-0.8,6,-7,19,1,9
COc1ccc2cc(CCNC(=O)c3ccc4c(c3)OCO4)c(=O)[nH]c2c1,-4,8,13,-9,-0.4,-15,3,-2,-1,-1
CCOC(=O)N1CCN(CC(=O)Nc2c(C(=O)OC)[nH]c3cc(C)ccc23)CC1,4,2,11,-2,0.1,3,-1,-4,0,-7
O=C(c1cc2sccc2n1Cc1ccc(F)cc1)N1CCc2ccccc21,-16,9,24,15,-1.0,-3,2,6,0,3
CSc1nc2ccc(NC(=O)c3ccco3)cc2s1,-151,-134,7,4,4.0,12,7,?,3,21
Cc1cc(C(=O)Nc2ccccc2C#N)n(-c2ccccc2)n1,6,10,23,-7,0.1,9,7,14,2,4
CCc1ccc(C2c3[nH]c4ccccc4c3CCN2C(=O)CN2CCN(CC)CC2)cc1 (centres undefined),-22,5,0,3,-0.2,-1,9,6,-1,-2
COc1ccc(/C=C2/SC(=O)N(CC(=O)NCCC(C)C)C2=O)cc1OC,-22,1,21,1,-0.1,0,-7,0,3,-4
O=C1CC(N2CCN(Cc3ccccc3)CC2)C(=O)N1 (centres undefined),-27,13,-4,-9,-0.2,-2,0,-4,-1,0
O=C(Cc1nnc(NC(=O)Nc2ccc(F)cc2)s1)NCc1ccccc1,-13,12,10,-8,0.1,-12,1,-17,-4,-7
O=C(Nc1cccc(C(F)(F)F)c1)C1CCCO1 (centres undefined),-3,-2,-2,1,0.3,-6,-3,10,-3,1
Cc1c(C(=O)N2CCOCC2)c(S(=O)(=O)N2CCN(c3ccc(Cl)cc3)CC2)c(C)n1C,-6,-2,4,-2,-0.1,6,-8,-3,-6,-1
Cc1ccc([N+](=O)[O-])cc1S(=O)(=O)N1CCCN(C)CC1,-43,14,3,-1,0.0,5,3,-7,1,-3
O=C(Nc1ccc(Cl)c(Cl)c1)c1csc(-c2ccccc2)n1,-4,-44,-6,1,-0.1,0,7,49,0,2
COC(=O)c1ccc(COc2ccc(/C=N/N3CCN(C)CC3)cc2)cc1,-121,-127,-1,-5,1.0,-7,-4,-7,10,-14
CCCCNC(=O)CC(=O)Nc1ccccc1C(=O)O,-13,-8,18,5,-2.5,-2,-6,-1,3,-3
CCOC(=O)C1=C(O)C(=O)N(CCCn2ccnc2)C1c1ccc(C)cc1 (centres undefined),0,4,5,0,-0.2,9,0,-1,-7,2
CCCNc1nc(N)nc(-c2cc(Cl)ccc2OC)n1,7,25,12,-2,-0.6,-3,4,-6,0,-10
COc1ccc(C2=NO[C@@H]3C(=O)N(c4cccc(C)c4C)C(=O)[C@H]23)cc1OC,-18,6,23,6,-7.7,2,4,14,0,-7
COc1ccccc1/C=C/[C@@H]1C[C@H]2CN(Cc3cccc(Cl)c3)C(=O)[C@]23CCCN13,3,2,13,-1,-0.5,3,-9,37,-1,13
O=C(CCC(=O)N1CCCC1)Nc1ccc([N+](=O)[O-])cc1,7,-3,-25,1,-0.1,14,-3,-7,2,-1
CCc1nn(CC(=O)N2CCN(c3ccc(OC)cc3)CC2)c(=O)c2cc3occc3n12,-30,-6,6,-4,0.1,4,-7,-2,-4,-1
CCOC(=O)C1=NN(c2ccc(OC)cc2)C(c2ccccc2)CC1=O (centres undefined),21,-10,24,-7,0.4,4,5,23,1,5
COc1ccc(C(=O)O)cc1S(=O)(=O)N1CCSCC1,-64,7,5,4,-1.8,-1,2,-11,-3,5
COc1ccc(C(=O)N=c2sc3c(C)ccc(OC)c3n2C)cc1,-27,-115,23,8,5.1,20,3,-15,-5,-1
COc1ccc(C(=O)N2CCN(c3ccc(NC(=O)Cc4ccccc4)cc3)CC2)cc1,-25,9,9,5,0.0,6,-1,6,3,6
CC/C(=N/Nc1ccccc1)c1cnnc(-c2ccccc2)n1,5,-12,0,-1,-1.1,0,-1,0,3,-4
Cn1c(=O)cc(SCC(=O)N2CCN(C(=O)c3ccco3)CC2)c2ccccc21,-12,2,-7,-6,-0.8,0,10,-66,2,?
COc1ccc(NC(=O)/C=C/c2ccc(C)o2)cc1S(=O)(=O)N1CCOCC1,-13,-12,27,-1,-0.2,-3,4,-6,0,1
COC(=O)c1ccc(NC(=O)c2ccccc2)o1,-50,-52,7,-3,0.7,8,2,-1,3,4
Cc1cccnc1NC(=O)c1ccc(NS(=O)(=O)c2ccc3[nH]c(=O)[nH]c3c2)cc1,nt,13,0,7,-1.3,8,nt,8,nt,-4
O=C1Cc2ccccc2C(c2ccc(Cl)cc2Cl)N1 (centres undefined),-4,10,2,-6,-0.8,1,-10,-10,0,1
CC1CCC2(CC1)SCC(=O)N2c1ccccc1 (centres undefined),-32,5,18,2,-1.7,2,3,-3,2,0
O=C(CCc1ccccc1)NNC(=O)Nc1ccc(F)c(Cl)c1,1,7,5,-3,-0.5,9,7,-9,6,-1
CCc1c(O)nc2ccccn2c1=O,2,-34,-6,-4,0.0,9,0,8,-1,1
CCOc1ccc(S(=O)(=O)NCCCl)cc1,-9,-13,-1,-17,-0.5,-44,1,8,-4,0
O=C(CSc1nnc(Cc2ccccc2)n1-c1cccc(Cl)c1)N1CCOCC1,-37,7,12,-5,0.2,-3,-1,-11,0,4
COc1ccc(C(=O)NCC(=O)OCC(=O)N2CCC(C)CC2)cc1OC,-1,16,21,-9,-0.3,4,0,2,0,4
COc1ccc(CC(=O)N2CCN=C2SCc2ccc([N+](=O)[O-])cc2)cc1,4,-2,24,-1,0.3,8,2,?,-1,18
CC(=O)Nc1ccccc1-c1nc2ccc(C(=O)N3CCN(c4ccccc4)CC3)cc2[nH]c1=O,-22,22,39,6,0.1,0,-6,9,-1,2
Cc1cc(=O)n2[nH]c(C)cc2n1,-1,-14,14,-2,-0.2,3,-8,3,-4,-2
CCOC(=O)C1CCN(Cc2ccc(-c3ccccc3)cc2)CC1,-43,-12,1,1,-12,-4,-6,17,2,-6
O=C(Nc1ccc(NC(=O)C2CCCCC2)nc1)c1ccccn1,-57,-108,46,2,1.7,13,0,37,3,13
Cc1ccccc1N(C(=O)c1csnn1)C(C(=O)NC(C)(C)C)c1cccs1 (centres undefined),-7,-14,13,-6,-0.5,1,-3,-4,1,4
CC(C)c1ccccc1NC(=O)Nc1ccc(F)cc1F,13,2,16,-1,0.2,4,-9,4,-3,-1
Cc1cc(C)nc(Nc2n[nH]c(COc3cccc4ccccc34)n2)n1,-33,36,-5,-16,0.1,-2,2,8,2,2
Cc1cccc(OCCCc2c(C)n[nH]c2C)c1,3,-6,11,-9,0.0,-4,-8,-6,4,-4
Cc1ccc(OCCNC(=O)c2ccc3c(c2)OCO3)cc1,-60,-62,-25,-4,1.2,-2,0,-18,-5,3
COc1ccc(CCNC(=O)CSc2ccccc2)cc1OC,-18,4,16,4,0.2,-3,0,-19,3,-4
# More entries follow:
SMILES,KLF5 inh,aSyn 5UTR inh,AI-2 QS modul,SKKanGAS inh,HIF activator,Platelet DG rel,IEC-6 cytotox,HSF-1 act,HSP90 inh,HSF1 inhib
COC(=O)c1ccccc1NC(=O)CSCC(=O)Nc1ccc(F)cc1,-16,37,-2,-5,-0.3,6,4,-2,1,-2
Cc1ccc(-c2nnc(CSc3nc(C(C)C)nc4sc(C)c(C)c34)o2)cc1,17,2,15,14,-0.4,?,0,-1,0,-4
O=C(CN1C(=O)c2cccc3cccc1c23)N1CCN(Cc2ccc3c(c2)OCO3)CC1,5,1,-3,-1,-0.3,-17,2,8,1,9
CS(=O)(=O)N1CCC(C(=O)NCC2CCCO2)CC1 (centres undefined),-1,21,20,0,0.2,0,-2,-10,1,-1
COCCOC(=O)C1=C(C)N=C2SCCC(=O)N2C1c1ccc(C(=O)OC)cc1 (centres undefined),-25,5,26,-1,3.1,-4,-4,6,-1,8
Cc1c(C(=O)N2CCC(C)CC2)cccc1[N+](=O)[O-],-29,1,24,3,-0.2,10,-7,-6,-2,1
CCOC(=O)N1CCC(NC(=O)CCc2c(C)nc3c(c(C)nn3C(C)(C)C)c2C)CC1,-17,-27,31,5,-0.3,-12,5,-19,2,-1
CCCCOc1ccc(/C=N/NC(=S)Nc2cccc(C)c2C)cc1,-7,9,15,7,0.2,0,4,1,3,3
CCCC(=O)NC(c1ccc(Cl)cc1)c1ccc2cccnc2c1O (centres undefined),78*,47,-22,58*,92*,9,40*,-47,11,-42
COc1ccccc1Nc1ncc(C(C)=O)c(C)n1,-65,-80,6,-15,0.4,13,-1,3,3,-1
CC(=O)Nc1ccc2c(c1)nc(C)n2-c1ccccc1,-39,-31,5,-4,2.0,0,0,3,0,-1
CC1(C)CC(=O)C2=C(C1)N(N1CCOCC1)C(N)=C(C#N)C2c1cccnc1 (centres undefined),-17,7,26,2,-0.4,-1,4,-3,13,-6
CSc1nc(-c2ccccc2)nc(NC(=O)c2ccccc2)c1C(C)=O,7,-18,14,-8,-0.2,-2,5,5,4,9
C=CCn1c(CCC(=O)O)ccc1-c1ccc(OC)cc1,-16,-13,9,7,-0.2,0,-2,9,-1,0
